Assay outcomes from PubChem BioAssay.
DAX1 inh-1 – inhibits human nuclear receptor DAX1. inhibition, % at 6.75 µM. P51843. AID 504766. HEK293 Gal4-DAX1 luciferase reporter, luminescence. actives 0.99% (n = 340,000);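 active = inhibition above the mean over all tested compounds plus 3 SD, cut at about 4.2% in these data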;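 also: 0% = DAX1-transfected cells with DMSO and 100% = empty-vector control cells with DMSO; inhibition shows as a rise in luminescence from relieved DAX1 repression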
ADAM10 inh – inhibits human ADAM10 | inhibition, % at 7 µM | actives 0.62% (n = 370,000) | O14672 | recombinant ADAM10, EDANS/DABCYL FRET peptide cleavage, 3 h;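 active = inhibition above a per-campaign cutoff equal to the mean of compounds falling between control-based bounds plus 3 SD, cut at about 20% in these data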;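 also: 0% = DMSO wells while the 100% control is not disclosed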
Target sequence (O14672 214-748 limits assumed): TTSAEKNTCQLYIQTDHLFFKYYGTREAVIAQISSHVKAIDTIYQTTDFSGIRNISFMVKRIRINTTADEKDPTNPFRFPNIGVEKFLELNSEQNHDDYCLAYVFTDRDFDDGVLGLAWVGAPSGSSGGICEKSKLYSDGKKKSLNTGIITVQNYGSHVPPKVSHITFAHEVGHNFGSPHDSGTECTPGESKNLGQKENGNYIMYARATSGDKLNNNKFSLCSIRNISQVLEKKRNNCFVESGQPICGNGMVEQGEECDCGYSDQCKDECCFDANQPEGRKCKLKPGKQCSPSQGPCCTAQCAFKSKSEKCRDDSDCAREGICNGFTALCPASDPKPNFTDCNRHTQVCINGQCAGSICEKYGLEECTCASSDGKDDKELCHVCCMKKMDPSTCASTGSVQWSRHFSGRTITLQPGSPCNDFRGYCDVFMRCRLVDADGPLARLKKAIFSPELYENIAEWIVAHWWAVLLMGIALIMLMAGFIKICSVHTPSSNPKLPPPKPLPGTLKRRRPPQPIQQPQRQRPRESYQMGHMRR
DAX1 inh-2 – inhibitors of DAX1 repression of SF-1 activated StAR promoter; HEK293T StAR-luciferase reporter, SF-1/DAX-1 repression relief; inhibition, % at 6.8 µM; actives 1.1% (n = 370,000); AID 652010;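 active = inhibition above the mean over all tested compounds plus 3 SD, cut at about 3.6% in these data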;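 also: 0% = DAX-1 cells with DMSO and 100% = cells lacking DAX-1 with DMSO; higher inhibition means more luminescence from relief of DAX-1 repression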
PLC-beta3 inh – blocks human PLC-beta3 enzyme activity; inhibition, % at 12.2 µM; Q01970; AID 720704; actives 0.18% (n = 370,000); Purified PLC-beta3, fluorogenic substrate, fluorescence; in the data active = inhibition above about 11%;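 also: 0% = median of compound wells on plate and 100% = full blocker control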
FXN GAA850 act – increases GAA850 frataxin promoter reporter activity | activation, % at 6 µM | actives 0.56% (n = 360,000) | AID 540364 | HEK293 lucGAA850 FXN promoter luciferase reporter, 24 h; percent of 10 µM SAHA response;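 active = activation above the average of all compounds screened plus 3 SD, cutoff fixed separately per campaign, cut at about 7.5% in these data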;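 also: 0% = DMSO wells and 100% = 10 µM SAHA wells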
hcDAF-12 act – activators of H. contortus DAF-12 nuclear receptor; HEK293 hcDAF-12 lit1-tk-luc reporter, luminescence; 0% DMSO, 100% Δ7-dafachronic acid; activation, % at 6.8 µM; actives 1.4% (n = 370,000); AID 652067;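 active = activation above the mean of all tested compounds plus 3 SD, cut at about 5.5% in these data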;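 also: 100% = response to 3 µM Δ7-dafachronic acid high control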
HGIII-sPLA2 inh – Blocks human group III sPLA2 activity; actives 0.56% (n = 370,000); QFRET BODIPY PC-A2 liposome hydrolysis, fluorescence; inhibition, % at 12.2 µM; Q9NZ20; AID 743126;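 active = inhibition above mean plus 3 SD of compounds lying within the high and low control bounds, cut at about 19% in these data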;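 also: 0% = median of test compound wells and 100% = no enzyme DMSO wells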
Target sequence (Q9NZ20 whole entry, looked up): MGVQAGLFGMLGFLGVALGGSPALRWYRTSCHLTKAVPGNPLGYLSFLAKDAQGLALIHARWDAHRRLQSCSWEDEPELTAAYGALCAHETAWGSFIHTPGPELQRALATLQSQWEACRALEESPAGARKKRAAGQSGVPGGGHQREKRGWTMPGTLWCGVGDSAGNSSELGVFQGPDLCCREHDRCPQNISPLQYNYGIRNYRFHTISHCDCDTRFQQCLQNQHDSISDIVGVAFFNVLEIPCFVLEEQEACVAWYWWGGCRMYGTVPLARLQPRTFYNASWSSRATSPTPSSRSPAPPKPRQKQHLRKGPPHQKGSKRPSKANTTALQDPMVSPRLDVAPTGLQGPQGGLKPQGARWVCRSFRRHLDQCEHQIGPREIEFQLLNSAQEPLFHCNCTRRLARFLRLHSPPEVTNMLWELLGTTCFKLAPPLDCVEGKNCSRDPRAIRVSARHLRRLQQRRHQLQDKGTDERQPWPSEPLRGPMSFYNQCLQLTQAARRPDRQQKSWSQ
PLC-gamma1 inh – blocks human PLC-gamma1 enzyme activity; purified PLC-gamma1, fluorogenic substrate, fluorescence; inhibition, % at 12.2 µM; actives 0.84% (n = 370,000); in the data active = inhibition above about 9.5%
ADAM17 inh – inhibits human ADAM17 | P78536 | recombinant ADAM17, EDANS/DABCYL FRET peptide cleavage | inhibition, % at 6.95 µM | actives 0.83% (n = 370,000);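 active = inhibition above the mean of compounds lying between control limits plus 3 SD, set per campaign, cut at about 8.5% in these data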;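 also: 0% = DMSO-only wells as the low control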
hgDAF12 agonist – activates the H. glycines DAF-12 receptor ligand-binding domain. HEK293 GAL4-hgDAF12 UAS-luciferase reporter, agonist luminescence; normalized to butyrate control. activation, % at 6.8 µM. actives 1.8% (n = 370,000). AID 687014;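 active = activation above a cutoff set at the mean of all screened compounds plus 3 SD, cut at about 10% in these data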;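 also: 0% = DMSO wells and 100% = sodium butyrate wells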
ssDAF12 agonist – S. stercoralis DAF-12 activation, primary screen | activation, % at 6.8 µM | HEK293 ssDAF-12/GRIP1 lit1-tk-luc reporter, luminescence; % of 3 µM dafachronic acid response | actives 1% (n = 370,000);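 active = activation above the mean over all tested compounds plus 3 SD, cut at about 0.9% in these data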;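 also: 0% = DMSO-only wells and 100% = 3 µM delta7-dafachronic acid wells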
An asterisk follows results filed as active; . = no result given. Outcome played no part in choosing rows. About 6.9% of those tested had a hit in this group.

SMILES	DAX1 inh-1	ADAM10 inh	DAX1 inh-2	PLC-beta3 inh	FXN GAA850 act	hcDAF-12 act	HGIII-sPLA2 inh	PLC-gamma1 inh	ADAM17 inh	hgDAF12 agonist	ssDAF12 agonist
O=C(O)CN1CCNCCN(CC(=O)O)CCNCC1	-0.5	2	0.6	3	-1.1	-0.8	6	3	-2	3.6	-0.8
CCCCC(C(=O)NC1CCCC1)N(C(=O)c1snc(C(N)=O)c1N)c1ccc(C)cc1 (configuration not stated)	-1.2	-13	0.2	-8	0.1	-1.1	2	-1	-1	-1.8	-1.0
COc1cccc(Nc2ncnc3onc(-c4ccccc4OC)c23)c1	0.3	0	-0.8	-5	1.4	-0.6	9	0	-1	-0.2	-0.9
CCOC(=O)c1nc(C)n(-c2ccc([N+](=O)[O-])cc2)n1	-0.5	-8	0.3	1	0.2	0.1	3	0	-2	-1.2	-0.8
CCOc1ccc(S(=O)(=O)N(CC(=O)N2CCC(C(N)=O)CC2)c2ccc(F)cc2)cc1	-0.4	-20	-1.5	1	-0.1	0.4	8	0	-2	-1.6	-0.8
CN(C)S(=O)(=O)N1CCC(n2nccc2NC(=O)CCCc2ccccc2)CC1	0.2	-4	-0.2	-7	-0.7	-1.2	-4	-1	1	4.0	-1.4
CC1CCN(C(=O)c2cc(-c3ccc4c(c3)OCO4)on2)CC1	1.3	1	1.5	-6	3.8	3.8	-5	2	1	12*	0.2
CC(=O)c1cccc(NC(=O)c2cccc(S(=O)(=O)N(C)C)c2)c1	-0.2	2	-1.3	-1	1.6	-2.3	4	-1	-3	0.3	-1.1
CCN(CC)S(=O)(=O)c1ccc(O)c(NC(=O)CN2CCc3ccccc3C2)c1	2.0	4	-0.2	-1	-0.3	-0.4	-3	0	-1	0.3	-0.9
Cc1ccc(S(=O)(=O)N2CCCCC2)cc1NC(=O)COC(=O)c1ccccc1F	-1.3	16	-0.4	4	-0.6	-1.3	-15	7	3	-0.8	-0.5
N#CCCn1cc(C(=O)Nc2ccccc2Br)c(-c2cccs2)n1	-0.6	-3	-0.3	0	-0.1	-1.1	-10	0	-1	-1.2	-1.7
O=C(Nc1cccc(Cl)c1N1CCOCC1)c1cc([N+](=O)[O-])ccc1N1CCOCC1	-1.0	6	-1.1	-3	-1.0	-0.1	-8	3	-2	-0.5	-0.9
O=C(Nc1ccccc1-c1nnc(SCc2ccc(Cl)cc2)o1)c1ccccc1	0.5	0	-0.1	-3	0.2	-1.9	2	-3	-3	1.3	-1.7
CC(=O)NCC(=O)OCC(=O)Nc1nc(-c2ccccc2)cs1	0.7	-10	0.7	-2	4.1	0.0	-1	-1	-5	5.4	-1.6
O=C(C[C@H]1C/C=C\CC[C@H](Cc2ccc(F)cc2)C(=O)O[C@@H](c2ccccc2)CNC1=O)N[C@@H](CO)Cc1ccccc1	-1.6	10	0.1	2	4.8	-1.9	-41	3	4	-3.2	-1.2
CC(C)c1ccc(S(=O)(=O)Nc2ccc(SC(F)F)cc2)cc1	0.9	41*	-0.1	6	3.6	-0.2	-36	5	19*	-0.9	-0.7
COc1ccc(NC(=O)N2CCN(c3nc4ccccc4n3C(C)C)CC2)cc1	4.1	-9	0.7	-5	-0.4	-0.3	2	-1	-3	2.0	-2.1
Cc1onc(-c2ccccc2Cl)c1C(=O)NCc1ccc2c(c1)cc(C)n2C	0.5	-19	0.2	-28	-1.6	0.0	-1	-20	1	-3.0	-1.6
Cc1ccc(C)c(CC(=O)N2CCCCC2c2cc(C(=O)Nc3ccc(F)c(Cl)c3)no2)c1 (configuration not stated)	.	-1	0.9	1	-4.0	-1.0	3	6	3	0.7	-1.3
CCS(=O)(=O)c1nc(S(=O)(=O)c2ccc(C)cc2)c(NCCCN(C)C)s1	-0.9	-7	0.3	0	1.0	-0.7	-7	0	-3	0.0	-1.1
CN(C)C(=O)C[C@H]1C[C@@H]2c3cc(NC(=O)NC4CCCC4)ccc3O[C@@H]2[C@@H](CO)O1	.	-3	0.2	-3	.	-0.6	-3	-3	-1	0.5	-0.3
CCOC(CNC(=O)Cn1nc(C)c2ccccc21)OCC	1.1	4	0.9	1	0.5	-0.4	1	9.9*	2	-2.4	-0.3
COC(=O)/C(C#N)=C/c1c(N2CCN(C)CC2)nc2ccccn2c1=O	2.0	-15	0.0	-36	0.1	0.7	1	-22	-12	3.3	-0.6
CCc1ccc(-n2cnc3cc(C(=O)NCC(OC)OC)ccc32)cc1	0.2	4	0.2	2	-1.1	0.1	4	3	1	1.4	-0.8
CN1C(=S)SC(C)(C)C1(C)NO (configuration not stated)	0.0	2	0.0	2	0.4	-2.0	4	5	-2	-0.1	-0.8
O=S1(=O)CC(N2CCN(CCO)CC2)CN1Cc1cn(Cc2ccc(F)cc2)nn1 (configuration not stated)	.	-15	2.8	-1	.	-0.6	10	-1	-7	1.4	-1.1
Cn1c(=O)oc2cc(S(=O)(=O)Nc3cccc(F)c3)ccc21	-0.7	-9	0.1	2	1.9	-1.8	1	2	1	0.3	0.5
CCN(CC)CCCNCC(=O)Nc1ccc2c(c1)CCC2	3.2	1	-0.5	4	-1.2	-0.5	-3	3	0	-5.6	-0.9
CC(C)(c1ccc(O)c([N+](=O)[O-])c1)c1ccc(O)c([N+](=O)[O-])c1	1.3	-16	0.5	0	0.0	-1.9	-18	-4	-3	2.3	-1.5
CC(C)CNC(=S)N1CCC(C(=O)c2ccc3c(c2)OCCO3)CC1	1.7	4	-1.4	-1	0.5	-1.2	10	-1	-3	-2.8	-1.6
Cc1nn(C)cc1C(C(=O)NC1CCCCC1)N(C(=O)Cc1cccs1)c1ccc(Cl)cc1 (configuration not stated)	-0.4	-7	-0.2	0	0.6	0.4	4	0	-2	-1.8	-1.1
COc1ccc(NC(=O)CN(C)CC(=O)Nc2ccc(Cl)cc2[N+](=O)[O-])cc1	-0.7	-1	-0.3	-7	-0.2	-1.5	-5	2	1	-2.4	-1.3
COc1cccc(NC(=O)CCC2CCN(Cc3nccs3)CC2)c1	0.4	2	0.3	-7	-0.8	-0.8	-1	0	-2	0.6	-1.6
Cc1csc(/N=C/c2ccc([N+](=O)[O-])cc2)n1	1.1	2	-1.4	7	-0.8	1.2	4	0	2	-1.2	-0.1
NNC(=O)c1oc2nc(-c3ccccc3)cc(-c3ccccc3)c2c1N	0.9	-23	-0.7	-269	-0.5	-0.8	-6	-175	-11	0.7	-1.4
CSCCC(NC(=O)COc1ccccc1)C(=O)N1CCCCC1 (configuration not stated)	0.0	-2	-0.1	-2	2.9	-1.2	0	1	-5	-0.7	-0.8
Cc1cc(=O)[nH]c(N/N=C/c2cccc(Br)c2)n1	1.9	12	0.0	3	0.8	-1.1	7	5	5	-1.0	-0.9
CC1(C(=O)NS(=O)(=O)c2cccc(OC(F)F)c2)CCN1C(=O)CCc1cccs1 (configuration not stated)	.	-6	-0.1	-4	1.1	-1.0	-1	-6	-1	1.1	-1.1
CN(C)S(=O)(=O)c1ccc(N2CCCC2)c(C(=O)Nc2ccccc2)c1	0.1	-4	-0.6	-10	1.1	1.9	2	-1	-9	2.3	-0.6
CCn1c(SCC(=O)N/N=C/C=C/c2ccccc2[N+](=O)[O-])nnc1-c1ccccc1	1.7	-14	-1.0	-1	-1.0	5.4	-2	-1	-9	2.1	-0.3
Nn1c(Cc2ccc(F)cc2)n[nH]c1=S	2.2	-4	0.5	4	1.4	-1.2	4	-1	0	1.4	-1.1
CCOC(=O)c1cnc(SC)nc1NCCOC	1.2	-6	-0.8	-4	-0.3	-1.2	0	-1	-3	-3.6	-1.2
O=C(CCn1c(=S)oc2ccccc21)NCCC1=CCCCC1	-0.3	8	0.3	-1	1.9	-1.2	10	4	3	-1.1	-1.1
COc1ccc(Nc2nc(N)c([N+](=O)[O-])c(NC3CCCCC3)n2)cc1	-1.9	31*	-0.5	-5	-0.4	-1.9	-17	8	6	-1.1	-1.2
NC(=O)c1ccc(OCC2CCCO2)cc1 (configuration not stated)	2.4	4	0.1	-5	1.6	-0.8	3	2	2	2.1	-0.8
COc1ccc(C2=CSC3=NCCN23)cc1Br	.	-3	0.0	-6	-2.6	-2.3	6	3	-1	0.6	-1.6
COc1ccc(CC(=O)OCC(=O)N2CCCc3ccccc32)cc1OC	0.7	2	0.6	-4	-1.0	-0.6	-3	0	-2	0.7	-0.7
Cc1cc(C)n2nc(C(=O)OCCOc3ccc(F)cc3)nc2n1	0.3	4	-0.5	-1	-1.5	-1.1	-1	-2	0	-0.9	-0.8
CCCn1cc(S(=O)(=O)CC(=O)NC2CCCCC2)c2ccccc21	-0.9	-6	0.2	-2	-0.7	0.2	5	-4	-7	-0.1	-1.9
CCCC1C2C(=O)N(c3ccccc3)C(=O)C2ON1c1ccccc1 (configuration not stated)	1.2	-3	-0.3	0	0.5	-1.9	-4	-2	-5	-0.8	-1.0
COC(=O)c1ccc(NC(=O)CSc2nnc(COc3ccc4c(c3)CCCC4)o2)cc1	-0.5	9	-1.7	3	0.3	-0.7	-2	1	-1	0.1	-0.9
COc1ccc(S(=O)(=O)N2CCOC23CCN(S(=O)(=O)c2ccc(Cl)cc2)CC3)cc1	-0.5	-13	1.5	-9	-1.6	-0.8	8	-1	-4	0.0	-0.9
O=C(CSc1nnc(Cc2cccs2)n1-c1ccc(Cl)cc1)Nc1ccc(OCc2ccccc2)cc1	.	26*	-1.9	1	.	0.0	-21	0	14*	-2.8	-2.1
CCCC(C)C1c2c(c(C)c(C)oc2=O)Oc2c(C)c(C)oc(=O)c21 (configuration not stated)	-0.5	2	-0.9	-3	1.3	-1.6	1	0	-5	-2.9	-1.6
Cc1n[nH]c2ccc([N+](=O)[O-])cc2c1=O	1.0	-9	0.5	0	-1.4	-0.7	3	-3	-3	0.7	-1.1
Cc1ccc(NC2SC(=O)N(Cc3cccc(C(=O)O)c3)C2=O)cc1 (configuration not stated)	0.4	-1	1.1	-1	1.3	-0.6	-17	-1	-4	-0.6	-1.4
Cc1ccc(-c2nnn3c2nc(Cl)c2ccccc23)cc1	0.0	1	0.4	-52	1.5	3.7	-3	-29	-4	3.4	0.0
CC1CN(Cc2nc3c(c(=O)n(C)c(=O)n3C)n2Cc2cccc(Cl)c2)CC(C)O1 (configuration not stated)	-0.1	-12	-1.6	0	-1.5	-0.2	0	2	-1	5.6	-0.2
CCOc1cc(C(=O)Nc2ncccn2)cc(OCC)c1OCC	-0.7	-2	-0.8	1	-1.5	-1.3	0	-1	-4	-0.9	-1.3
CCOc1cc(OCC)nc(S(C)(=O)=O)n1	0.0	6	-0.4	2	1.1	-0.9	7	8	2	-1.2	-0.8
